Assay outcomes from PubChem.
N370S GC: inhibits or activates N370S mutant glucocerebrosidase; P04062; N370S GC spleen homogenate, 4MU-glucoside fluorescence; Potency, µM (top dose mostly 59.4 µM), for the others: at the highest dose activity change, negative = inhibition, usual class: inhibitors; 0.092% of 330,000 active; AID 2101;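 note: 0% = full enzyme activity and -100% = no enzyme basal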
GCN5L2 inh: GCN5L2 (KAT2A) acetyltransferase inhibition; GCN5L2 HAT assay, ThioGlo1 CoA-SH fluorescence; Potency, µM (highest dose often 58.9 µM), for inactives: at the highest dose activity change, negative = inhibition, usual class: inhibitors; 0.21% of 390,000 active; AID 504327
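Fluorescence readout, Ex340nm/Em540nm: ThioGlo1 (50uM final) reacts with free CoA thiol released as 20nM GCN5L2 acetylates H3(1-25) peptide (75uM) using acetyl-CoA (70uM). Compound and enzyme sat 15 min beforehand; 20 min room-temperature reaction.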
FEN1 inh: blocks human flap endonuclease 1; P39748; AID 588795; Recombinant FEN1 flap cleavage, fluorescence, 15 min; Potency, µM (top dose mostly 114 µM), without a hit: top-dose activity change, negative = inhibition, hits mostly inhibitors; 0.35% of 390,000 active; note: nearly all actives have a fitted effect of over 65% in size
Target sequence (P39748 whole entry, looked up): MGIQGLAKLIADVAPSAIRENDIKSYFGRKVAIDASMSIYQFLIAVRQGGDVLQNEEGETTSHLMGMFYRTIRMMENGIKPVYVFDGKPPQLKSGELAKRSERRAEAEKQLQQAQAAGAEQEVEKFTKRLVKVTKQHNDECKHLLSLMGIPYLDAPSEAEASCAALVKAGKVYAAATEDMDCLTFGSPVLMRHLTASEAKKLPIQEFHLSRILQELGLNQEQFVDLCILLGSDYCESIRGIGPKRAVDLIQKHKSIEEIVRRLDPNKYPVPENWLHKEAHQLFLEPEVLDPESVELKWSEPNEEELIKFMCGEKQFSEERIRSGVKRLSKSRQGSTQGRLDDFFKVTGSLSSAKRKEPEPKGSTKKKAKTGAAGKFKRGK
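Compounds are tested as a concentration series against 10 nM FEN1; after a 15 min room-temperature preincubation, 50 nM substrate starts cleavage, with plate reads at 0 and 15 min. Normalized responses are fitted by a Hill equation.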
Numbers without * were called inactive; & = joins results of further samples. Calls come from the whole dose curve; as a rule, active = well fitted curve in the direction sought with a large enough effect; inconclusive = small, poorly fitted or top-dose-only effect, or another doubt; inactive = no such curve, though single readings can be large; an effect the other way counts as inactive or inconclusive. Unless noted, % is set by controls: 0 for no effect and ±100 for the full control effect; potency is the fitted concentration of half-maximal effect.

For CCCCN1C(=O)C(=O)N(CC(=O)N2CCN(c3ccccc3)CC2)C1=O the results were N370S GC 2.0%, GCN5L2 inh -7.1% and FEN1 inh 2.5%.
NC(=O)c1cc(S(=O)(=O)N2CCOCC2)cs1 was read as N370S GC 1.4%, GCN5L2 inh -5.0% and FEN1 inh 17.9%.
For Cc1ccccc1-c1nnc(-c2ccc(Br)cc2)o1 the results were N370S GC -3.2%, GCN5L2 inh -3.5% and FEN1 inh -6.0%.
`CC(C)(C)c1nc(SCC(=O)NCc2cccs2)c2ccccc2n1` gave N370S GC -13.2%, GCN5L2 inh -3.9% and FEN1 inh 22.1%.
Screening Cc1nc2sc(C(c3cccs3)N3CCC(C(N)=O)CC3)c(O)n2n1 (centres undefined) returned N370S GC 11.1%, GCN5L2 inh -2.9% and FEN1 inh -3.5%.
For CCc1ccc(NC(=O)CSc2nnc(CNC(=O)c3c(F)cccc3Cl)o2)cc1 the results were N370S GC 18.3%, GCN5L2 inh 1.7% and FEN1 inh 4.2%.
Screening COc1cc(C2Nc3ccccc3C(=O)N2c2ccccc2OC)ccc1O (centres undefined) returned N370S GC 2.5%, GCN5L2 inh -9.3% and FEN1 inh -9.0%.
Screening COC(=O)[C@@]1(Cc2ccc(F)cc2)[C@H]2c3cc(C(=O)N(C)C)n(Cc4ccc(OC)c(OC)c4)c3C[C@H]2CN1C(=O)c1ccccc1 returned N370S GC 6.4%&-19.9%, GCN5L2 inh -5.9% and FEN1 inh -10.9%.
For Cc1ccc(Cn2ccc(NC(=O)c3cc(C)on3)n2)cc1 the results were N370S GC -11.3%, GCN5L2 inh -0.9% and FEN1 inh -2.5%.
For O=C(CN1C(=O)NC2(CCOc3ccccc32)C1=O)Nc1ccc2c(c1)OCCO2 (centres undefined) the results were N370S GC -1.9%, GCN5L2 inh -3.9% and FEN1 inh 3.3%.
For Cc1ccc(N(CC(=O)Nc2ccc(-c3nc4ccc(C)cc4s3)cc2)S(C)(=O)=O)cc1 the results were N370S GC 11.1%, GCN5L2 inh -3.7% and FEN1 inh -9.3%.
For Cc1cc(Cl)c(S(=O)(=O)NC(C(=O)O)C(C)C)cc1OCC(=O)NC1CCCCC1 (centres undefined) the results were N370S GC 6.2%, GCN5L2 inh -6.2% and FEN1 inh 7.9%.
CCc1ccccc1NC(=O)c1cc(S(=O)(=O)N2CCC(C)CC2)cn1C was read as GCN5L2 inh 0.6% and FEN1 inh -11.5%.
For Cc1noc(C)c1C(=O)N1CCC2(CCN(Cc3cc(C(F)(F)F)cc(C(F)(F)F)c3)CC2)CC1 the results were N370S GC -4.7% and GCN5L2 inh -10.7%.
Screening CCOc1ccccc1OCC(=O)Nc1ccc(S(=O)(=O)N(C)C)cc1 returned N370S GC 3.5%, GCN5L2 inh -4.6% and FEN1 inh -6.5%.
Screening Cc1cccc(NC(=O)Cn2cnc3c(oc4ccccc43)c2=O)c1 returned N370S GC 2.6%, GCN5L2 inh 2.7% and FEN1 inh 5.7%.
`Cc1ccc(-c2nc(CS(=O)CC(=O)NC3CCCCC3)c(C)o2)cc1` (centres undefined) gave N370S GC 4.6%, GCN5L2 inh -4.6% and FEN1 inh -5.2%.
COc1cc(OC)cc(C(=O)NNC(=O)c2ccc(S(=O)(=O)N(C)c3ccccc3OC)cc2)c1 was read as N370S GC inconclusive, GCN5L2 inh -4.2% and FEN1 inh -22.2%.
`Cc1cc(C(=O)COC(=O)c2ccc3c(c2)NC(=O)CS3)c(C)n1CC1CCCO1` (centres undefined) gave N370S GC 10.4%, GCN5L2 inh -6.7% and FEN1 inh -8.9%.
`N#Cc1ccccc1NC(=O)c1cnc(N2CCOCC2)c2ccccc12` gave GCN5L2 inh -4.9% and FEN1 inh -4.7%.
For COc1ccc(-n2c(C)c(C(C)=O)c3cc(OC(=O)COc4ccccc4)ccc32)cc1 the results were GCN5L2 inh 0.6% and FEN1 inh 12.9%.
`CC(C)=Cc1oc2ccc([N+](=O)[O-])cc2c1N1CC(C)OC(C)C1` (centres undefined) gave N370S GC 3.8%, GCN5L2 inh 1.3% and FEN1 inh -0.7%.
`O=[N+]([O-])c1ccc(Cl)c(NC(=S)N2CCCC2)c1` gave N370S GC -3.6%, GCN5L2 inh -2.6% and FEN1 inh -2.5%.
`O=C(Cc1cccs1)NCc1cccc(Cl)c1` gave N370S GC -10.2%, GCN5L2 inh 1.4% and FEN1 inh -7.1%.
For Cc1ccc2c(c1)C(=O)OC(C(=O)Nc1ncc(Cc3ccccc3)s1)C2 (centres undefined) the results were GCN5L2 inh -7.3% and FEN1 inh 17.1%.
COc1ccc(C(=O)OCC(=O)Nc2cccc(C(C)=O)c2)cc1OC was read as N370S GC -1.0%, GCN5L2 inh -2.6% and FEN1 inh -3.9%.
`CCCC(=O)Nc1ccccc1-c1nnc(SC)[nH]c1=O` gave N370S GC -1.3%, GCN5L2 inh -4.8% and FEN1 inh 17.3%.
CCOc1ccc(N2C(=O)CN(CC(=O)OC)C2=S)cc1 was read as N370S GC 22.0%, GCN5L2 inh -4.2% and FEN1 inh -5.2%.
O=C(CN1N=C(c2ccc(Cl)cc2)CCC1=O)NCCN1CCc2ccccc2C1 was read as N370S GC 7.7%, GCN5L2 inh -44.0% and FEN1 inh 14.5%.
Screening Cc1ccc(OCCC(=O)OCC(=O)Nc2ccc3c(c2)OCO3)cc1 returned N370S GC 0.2%, GCN5L2 inh -0.2% and FEN1 inh 13.6%.
CCOc1ccc(NC(=O)Cc2coc3ccc(C)cc23)cc1 was read as GCN5L2 inh -0.8% and FEN1 inh -1.6%.
`O=C(c1ccncc1)N1CCC2(CCN(Cc3ccccc3)CC2)CC1` gave N370S GC -10.2% and GCN5L2 inh 11.2%.
CCOC(=O)c1ccc(OCc2c(C)noc2C)cc1 was read as N370S GC 0.4%, GCN5L2 inh -1.4% and FEN1 inh 4.6%.
CN(Cc1ccccc1)C(=O)Cn1nc(C(F)(F)F)c2c1CCC2 was read as N370S GC 6.1% and FEN1 inh -3.0%.
Screening CN1C(=O)NC(c2ccc(Cl)cc2)C2=C1CC(C)(C)CC2=O (centres undefined) returned N370S GC -1.3%, GCN5L2 inh -4.4% and FEN1 inh 1.9%.
For Cc1ccccc1Cn1c(SCc2ccc(C(=O)N3CCCCC3)cc2)nc2ccncc21 the results were GCN5L2 inh -6.1% and FEN1 inh 14.5%.
`CC(C)(C)n1cnc2cc(NCc3cccs3)ccc21` gave N370S GC 5.4%, GCN5L2 inh -3.4% and FEN1 inh -9.2%.
Screening Cc1c(N=C2NC(=O)C(CC(=O)Nc3ccccc3)S2)c(=O)n(-c2ccccc2)n1C (centres undefined) returned N370S GC 1.9%, GCN5L2 inh -3.0% and FEN1 inh 11.0%.
Cc1ccc(Cl)cc1NC(=S)N(Cc1cccs1)C1CCCC1 was read as N370S GC 6.9%, GCN5L2 inh -12.7% and FEN1 inh 14.9%.
For C/C(=N\Nc1nc2ccccc2[nH]1)c1ccc([N+](=O)[O-])cc1 the results were N370S GC -15.8%, GCN5L2 inh -11.0% and FEN1 inh 4.7%.
Screening CN(CC(=O)Nc1ccc(N2CCOCC2)cc1)C(=O)Cc1ccccc1 returned GCN5L2 inh -3.5% and FEN1 inh -4.7%.
Screening COc1ccc(-c2cc(-c3nnc(COC(=O)CC4CCCC4)o3)c3ccccc3n2)cc1OC returned N370S GC 1.7%, GCN5L2 inh -10.5% and FEN1 inh -1.0%.
Screening CN(C)Cc1nc2ccccc2c(=O)n1CC(=O)Nc1cccc(S(=O)(=O)N2CCOCC2)c1 returned N370S GC -10.5%, GCN5L2 inh 2.1% and FEN1 inh 7.6%.
Screening O=C(NC(=S)Nc1ccccc1N1CCOCC1)c1ccco1 returned N370S GC -5.3%, GCN5L2 inh 1.8% and FEN1 inh -5.6%.
`C=CCN(CC=C)C(=O)c1cccc(S(=O)(=O)N2c3ccccc3CC2C)c1` (centres undefined) gave N370S GC 9.9%, GCN5L2 inh 14.7% and FEN1 inh 1.7%.
For CC(C)(C)OC(=O)NCc1nc(N)n[nH]1 the results were N370S GC -17.0%, GCN5L2 inh -1.7% and FEN1 inh 7.3%.
`CCCCNC(=O)C1CCCN(S(=O)(=O)c2ccc(S(=O)(=O)NCC(C)C)cc2)C1` (centres undefined) gave N370S GC 8.4%, GCN5L2 inh 4.2% and FEN1 inh -5.2%.
CC(C)CC(c1nnnn1CC1CCCO1)N1CCN(Cc2ccc3c(c2)OCO3)CC1 (centres undefined) was read as N370S GC 2.8%, GCN5L2 inh -21.0% and FEN1 inh 7.3%.
For CC(=O)Nc1ccc(S(=O)(=O)N[C@@H](C)C(=O)OCc2ccc(Cl)cc2)cc1 the results were N370S GC -1.5%, GCN5L2 inh -0.1% and FEN1 inh 16.2%.
Screening CN(C)CCCCCNCCCNC(=O)/C=N\O returned N370S GC -1.1%, GCN5L2 inh 2.8% and FEN1 inh -9.0%.
CC(C)(C)OC(=O)C[C@@H]1C/C=C\C[C@H](CC(=O)NCCO)C(=O)NC[C@@H](c2ccccc2)OC1=O was read as GCN5L2 inh 1.2% and FEN1 inh 17.9%.
Screening Cc1nn(CCC(=O)Nc2ccc(Cl)cc2)c(C)c1S(=O)(=O)N1CCCCC1 returned GCN5L2 inh -2.5% and FEN1 inh -7.1%.
Cc1cc(=O)n(CC(=O)NC(C)c2ccccc2)c2c1c(C)nn2-c1cccc(F)c1 (centres undefined) was read as GCN5L2 inh 0.2% and FEN1 inh 10.9%.
Screening CC1CCCN(C(=O)c2ccc(OC3CCN(CCc4ccccc4)CC3)cc2)C1 (centres undefined) returned N370S GC -15.7%, GCN5L2 inh -5.4% and FEN1 inh 12.4%.
For COc1cc(C(c2c(C)[nH][nH]c2=O)c2c(C)[nH][nH]c2=O)ccc1OC(=O)c1cccc([N+](=O)[O-])c1 the results were N370S GC -20.9%, GCN5L2 inh -2.5% and FEN1 inh 1.0%.
`OCCN(CCO)c1nc(-c2ccccc2)nc2c1oc1ccccc12` gave N370S GC 16.3%, GCN5L2 inh -0.8% and FEN1 inh -20.2%.
c1cncc(CNc2ncncc2-c2ccoc2)c1 was read as N370S GC -10.5% and GCN5L2 inh -19.7%.
For Cc1cc(C)n2nc(Nc3ccccc3)cc2n1 the results were N370S GC -2.9%, GCN5L2 inh -6.5% and FEN1 inh -4.1%.
`CCOc1ccc(C(=O)NCCCN2CCCC2=O)cc1` gave N370S GC 5.9%, GCN5L2 inh -2.4% and FEN1 inh 2.3%.
Screening COc1ccc(NC(=O)CSc2nc(C)cs2)cc1 returned N370S GC 4.0%, GCN5L2 inh -13.5% and FEN1 inh -1.6%.

Compounds shown so far that contain an aryl thioether with sulfur outside any ring:
`CC(C)(C)c1nc(SCC(=O)NCc2cccs2)c2ccccc2n1` gave N370S GC -13.2%, GCN5L2 inh -3.9% and FEN1 inh 22.1%.
For CCc1ccc(NC(=O)CSc2nnc(CNC(=O)c3c(F)cccc3Cl)o2)cc1 the results were N370S GC 18.3%, GCN5L2 inh 1.7% and FEN1 inh 4.2%.
`CCCC(=O)Nc1ccccc1-c1nnc(SC)[nH]c1=O` gave N370S GC -1.3%, GCN5L2 inh -4.8% and FEN1 inh 17.3%.
For Cc1ccccc1Cn1c(SCc2ccc(C(=O)N3CCCCC3)cc2)nc2ccncc21 the results were GCN5L2 inh -6.1% and FEN1 inh 14.5%.
Screening COc1ccc(NC(=O)CSc2nc(C)cs2)cc1 returned N370S GC 4.0%, GCN5L2 inh -13.5% and FEN1 inh -1.6%.

Sorted by number of heavy atoms (ascending): three of the compounds above.
For CC(C)(C)OC(=O)NCc1nc(N)n[nH]1 the results were N370S GC -17.0%, GCN5L2 inh -1.7% and FEN1 inh 7.3%.
Screening CN(C)CCCCCNCCCNC(=O)/C=N\O returned N370S GC -1.1%, GCN5L2 inh 2.8% and FEN1 inh -9.0%.
Cc1cc(=O)n(CC(=O)NC(C)c2ccccc2)c2c1c(C)nn2-c1cccc(F)c1 (centres undefined) was read as GCN5L2 inh 0.2% and FEN1 inh 10.9%.

Continued.
`O=C(CCC(=O)N1CCN(c2ccc(O)cc2)CC1)c1ccc(Br)cc1` gave N370S GC -24.7% and GCN5L2 inh -10.4%.
Screening Oc1cccc(-n2nnnc2SCc2ccccc2F)c1 returned N370S GC 12.3%, GCN5L2 inh 3.6% and FEN1 inh -14.2%.
For CCc1ccc(C(C)NC(=O)/C=C/c2ccc(Br)cc2)cc1 (centres undefined) the results were N370S GC -10.5%, GCN5L2 inh -5.2% and FEN1 inh -7.6%.
For CC(=O)Nc1ccc(C(=O)NNC(=O)CCc2ccccc2)cc1 the results were N370S GC -6.2%, GCN5L2 inh -18.5% and FEN1 inh 8.9%.
For CS(=O)(=O)N(CC(=O)N1CCCC1)Cc1ccc(Cl)cc1 the results were N370S GC 10.0%, GCN5L2 inh -6.5% and FEN1 inh 0.5%.
O=C(Nc1ccc(F)cc1)c1cccc(NC(=O)C2C3CC4OC(=O)C2C4C3)c1 (centres undefined) was read as N370S GC 8.3%, GCN5L2 inh -10.6% and FEN1 inh 3.1%.
`CCOc1ccc(-n2cc(-c3ccccc3)c3c(=O)[nH]cnc32)cc1` gave N370S GC 2.0%, GCN5L2 inh -5.5% and FEN1 inh -17.1%.
